Source: PubChem BioAssay
MPTP block: inhibitors of mitochondrial permeability transition pore | isolated mouse mitochondria, Ca2+ swelling absorbance, 30 min | inhibition, % at 10 µM | 360,000 tested, 1.4% active;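 active means inhibition of 50% or more, scaled per plate between neutral and stimulator controls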;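 further: 0% = DMSO wells given calcium and 100% = 1 mM EGTA wells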
hIAP activ: increases human intestinal alkaline phosphatase activity. 330,000 tested, 0.16% active. purified human IAP, CDP-Star luminescence, 30 min; hits give high values; 1 = vehicle-only enzyme, 0 = enzyme-free background. AID 2524. activation factor at 10 µM;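 active means activation factor of the enzyme at least 2-fold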; further: the source names both 10 and 20 µM as test concentration; values of inactives mirror those of a sister screen read the other way
Target sequence (P09923 whole entry, looked up): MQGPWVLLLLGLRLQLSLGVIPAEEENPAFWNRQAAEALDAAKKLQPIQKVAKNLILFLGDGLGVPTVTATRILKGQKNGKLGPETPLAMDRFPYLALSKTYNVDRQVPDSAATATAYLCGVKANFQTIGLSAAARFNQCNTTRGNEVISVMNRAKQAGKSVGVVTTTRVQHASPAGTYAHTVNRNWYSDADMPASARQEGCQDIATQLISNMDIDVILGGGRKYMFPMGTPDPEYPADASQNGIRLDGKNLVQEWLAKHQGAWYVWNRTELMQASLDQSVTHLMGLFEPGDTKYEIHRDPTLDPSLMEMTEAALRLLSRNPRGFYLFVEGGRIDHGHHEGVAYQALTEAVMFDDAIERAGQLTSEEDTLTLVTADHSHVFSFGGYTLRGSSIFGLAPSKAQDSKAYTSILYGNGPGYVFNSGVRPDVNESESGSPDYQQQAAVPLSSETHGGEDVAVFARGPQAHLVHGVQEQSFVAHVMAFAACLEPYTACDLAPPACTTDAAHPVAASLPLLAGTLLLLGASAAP
APOBEC3G inh: blocks human APOBEC3G single-stranded DNA deamination. recombinant A3G, ssDNA deamination FAM/TAMRA fluorescence. 330,000 tested, 0.28% active. inhibition, % at 20 µM. Q9HC16;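 active means inhibition of at least 40% at 20 µM, with no more than 30% in the related APOBEC3A deaminase screen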;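 further: plate controls were DMSO wells with A3G for no effect and wells lacking A3G enzyme for full effect; some compounds called inactive have numbers as strong as hits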
Target sequence (Q9HC16 whole entry, looked up): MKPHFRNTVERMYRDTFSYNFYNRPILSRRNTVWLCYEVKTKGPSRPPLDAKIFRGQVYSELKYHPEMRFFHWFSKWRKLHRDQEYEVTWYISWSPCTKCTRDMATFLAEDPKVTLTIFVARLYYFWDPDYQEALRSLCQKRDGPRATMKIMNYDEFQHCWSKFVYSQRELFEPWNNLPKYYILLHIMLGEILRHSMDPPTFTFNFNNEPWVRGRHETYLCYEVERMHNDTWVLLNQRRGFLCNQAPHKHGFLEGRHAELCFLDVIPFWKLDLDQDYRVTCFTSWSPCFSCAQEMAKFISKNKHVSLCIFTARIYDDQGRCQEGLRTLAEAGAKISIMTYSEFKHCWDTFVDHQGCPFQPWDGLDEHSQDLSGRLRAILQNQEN
mIAP block: mouse IAP inhibition. purified mouse IAP, CDP-Star luminescence, 30 min. inhibition, % at 10 µM. 330,000 tested, 0.2% active. AID 2806;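 active means inhibition of at least 40% at 10 µM in the primary screen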;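 further: plate controls were DMSO with enzyme for no effect and no enzyme wells for full effect; values of inactives mirror those of a sister screen read the other way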
hIAP block: blocks human intestinal alkaline phosphatase. P09923. 330,000 tested, 0.12% active. inhibition, % at 10 µM. purified IAP, CDP-Star luminescence, 30 min;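 active means inhibition reaching a set limit with compound at 10 µM in the primary screen, cut at about 35% in these data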;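 further: plate controls were DMSO wells with enzyme for no effect and no-enzyme buffer wells for full effect; values of inactives mirror those of a sister screen read the other way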
NR3A LBD binder: modulators (binders) of human NR3A ligand-binding domain; 340,000 tested, 2.5% active; Tm shift relative to glycine control, % at 25 µM; NR3A LBD differential scanning fluorimetry, Tm shift; 0% = protein alone, 100% = glycine-bound protein; AID 1259313;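 active means melting temperature shift of at least 10% of the positive control shift, at one fixed dose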
APOBEC3A inh: human APOBEC3A DNA deaminase inhibition. recombinant A3A, FAM/TAMRA ssDNA deamination fluorescence. inhibition, % at 20 µM. 330,000 tested, 0.41% active. AID 493011;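 active means at least 40% inhibition at 20 µM here, with at most 30% in a related deaminase screen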;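 further: plate controls were A3A with DMSO for no effect and wells lacking A3A enzyme for full effect; some results filed as inactive read as strong as hits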
Target sequence (P31941 whole entry, looked up): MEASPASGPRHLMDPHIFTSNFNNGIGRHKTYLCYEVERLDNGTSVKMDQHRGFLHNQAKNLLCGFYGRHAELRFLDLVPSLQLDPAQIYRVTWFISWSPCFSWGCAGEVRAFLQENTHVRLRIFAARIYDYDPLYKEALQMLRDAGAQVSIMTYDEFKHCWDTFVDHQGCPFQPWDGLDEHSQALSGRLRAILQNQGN
mIAP activ: increases mouse intestinal alkaline phosphatase activity | activation factor at 10 µM | muIAP, CDP-Star luminescence, 30 min; hits give high values; 1 = vehicle-only enzyme signal, 0 = enzyme-free wells | 330,000 tested, 0.24% active | AID 2805;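 active means activation factor of at least 2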; further: the source names both 10 and 20 µM as test concentration; values of inactives mirror those of a sister screen read the other way
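System: Mouse IAP enzyme | Also added: CDP-Star substrate | Dosing: Compounds dispensed in DMSO | Schedule: 30 min enzyme-substrate-compound incubation at room temperature | Technique: Chemiluminescence readout | Control set: DMSO-only wells and no-enzyme negative control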
beta cell repl: MIN6 beta-cell proliferation induction; MIN6 cells proliferation, ATPlite luminescence, 48 h; cells starved in 0.2% serum; 100% = growth in 10% serum; proliferation, % at 10 µM; 330,000 tested, 0.29% active; AID 2380;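 active means compounds whose signal lies at least 3.5 SD above the mean of all wells on their plate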;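 further: 0% = DMSO-treated cells in low-serum medium and 100% = 10% serum control; some compounds called inactive have numbers as strong as hits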
* hit, by the source's call; x = no result given.

SMILES	MPTP block	hIAP activ	APOBEC3G inh	mIAP block	hIAP block	NR3A LBD binder	APOBEC3A inh	mIAP activ	beta cell repl
COc1ccccc1NCC(O)COc1ccc(C(C)(C)C)cc1 (centres undefined)	5.4	1.1	-12	-6	-13	-7	-2	1.1	-6
CC(C)c1ccc(C2(O)C(=O)Nc3cc(Br)ccc32)c(O)c1 (centres undefined)	0.4	0.89	-9	5	11	-12	-2	0.95	2
COc1ccc(CNC(=O)/C=C/c2cc([N+](=O)[O-])ccc2OC(F)F)cc1OC	-0.5	0.81	-5	7	19	0	-1	0.93	-1
CCNS(=O)(=O)c1ccc(CCC(=O)N2CCN(C(=O)OCC)CC2)cc1	0.1	1.3	-5	2	-26	1	-3	0.98	-1
CC(C)CCNC(=O)CN(Cc1ccco1)C(=O)c1snc(C(N)=O)c1N	-2.1	1	-9	2	-2	-1	-1	0.98	-3
Cc1[nH]nc(SCC(=O)NCc2ccc(Cl)cc2)c1[N+](=O)[O-]	5.3	1.2	0	2	-20	-7	-1	0.98	0
COC(=O)[C@H](C)NC(=O)NCc1ccccc1	0.9	1.1	2	-1	-10	1	4	1	-3
CCCCCC1CC(CC#CCN2CCOCC2)C(=O)O1 (centres undefined)	3.1	1	4	0	0	0	4	1	0
O=C(NNC(=O)c1ccccc1O)c1cccc(Br)c1	0.8	1.9	-5	28	-91	-1	-8	0.72	-4
CC(=O)c1c(N2CCN(C)CC2)nc(=S)n(Cc2ccccc2)c1C	-2.9	0.9	-3	-2	10	10*	-6	1	0
CCc1cc(=O)oc2c(C)c(OCC(=O)NCCN3CCOCC3)ccc12	-1.9	1.2	-5	6	-17	-1	-3	0.94	8
CC(=NCc1cccnc1)C1=C(O)c2ccccc2C1=O	-0.6	1.2	-2	4	-18	2	0	0.96	0
COc1cccc(NC(=O)CN(C)C(=O)c2ccc(COc3ccccc3)cc2)c1	-0.5	0.97	-12	-4	2	-10	2	1	-6
CC(=O)CSc1cc(C)nc2c(-c3ccccc3)c(C)nn12	0.9	1.1	3	3	-6	-5	2	0.97	0
CCOc1cc(NC(=S)N2CCC(C(N)=O)CC2)c(C(=O)OC)cc1OCC	0.2	1.1	-1	-1	-7	1	-1	1	-2
COC(=O)CC1Oc2ccccc2N(Cc2ccccc2)C1=O (centres undefined)	-1.0	1.1	16	1	-9	-1	7	0.99	4
O=C(CSc1ncn[nH]1)Nc1nnc(-c2ccccc2)s1	-2.0	1.2	-2	36	-19	-1	-2	0.64	1
CC(C)CN1C(=O)/C(=C/c2ccco2)NC1=S	2.7	1.1	-2	14	-10	-13	4	0.86	0
N#Cc1ccc(CC(C(=O)O)N2Cc3ccccc3C2=O)cc1 (centres undefined)	0.8	1	3	-8	-1	-1	4	1.1	1
Cc1cc(Cl)c2oc(C(=O)NC(C)c3ccncn3)c(C)c2c1 (centres undefined)	-0.4	1	-3	5	-2	-2	-3	0.95	2
CCCCNC(=O)CC(NS(=O)(=O)c1ccc(C)cc1)c1ccco1 (centres undefined)	0.5	1.1	2	-5	-12	0	0	1.1	-2
N#Cc1cc(S(=O)(=O)c2ccccc2)c(N)[nH]c1=O	1.5	1	0	0	-3	-3	2	1	-4
Cc1cccc(NC(=O)CSc2nnc(NC(=O)C3CC3)s2)c1C	-0.6	0.95	-2	-6	5	-1	-2	1.1	-1
CCOC(=O)C1=C(COC(=O)/C=C/c2cccc(OC)c2OC)NC(=O)NC1C (centres undefined)	0.6	1.1	10	-11	-8	-2	2	1.1	2
Cn1cc(CCC(=O)NC2CC(C)(C)Cc3c2cnn3-c2ccc(F)cc2)cn1 (centres undefined)	0.8	1	-2	-6	-2	-1	-1	1.1	0
Cc1c(S(=O)(=O)Nc2cc(Cl)ccc2Cl)c(=O)n(C)c(=O)n1C	-1.4	0.81	-6	4	19	2	-8	0.96	-1
CC(/C=N/Nc1nnc2c(n1)[nH]c1ccccc12)=C\c1ccco1	2.8	0.86	18	16	14	-25	6	0.83	-1
Cc1ccc(Nc2cc(C)c(O)c(C)c2)cc1	1.6	1	2	1	-1	1	1	0.99	-6
Cc1ccc(-c2noc(C3CCCN(C(=O)c4ccc(F)cc4F)C3)n2)cc1 (centres undefined)	0.1	1.1	-8	0	-10	-1	-8	1	-3
Cc1ccc(-c2cc(C(=O)N3CCN(C4CCS(=O)(=O)C4)CC3)c3ccccc3n2)cc1 (centres undefined)	-0.6	0.94	-3	7	6	0	-1	0.93	-5
COC(=O)c1nn(-c2ccccc2)c(=O)cc1Oc1ccc(Cl)cc1	-0.8	0.9	-3	-1	10	-1	-1	1	3
COc1ccc(CC(=O)NC2CCN(CC(=O)N3CCCc4ccccc43)CC2)cc1OC	-0.1	0.8	-5	10	20	0	2	0.9	2
C/C(=N/N=C/c1ccc(N(C)C)cc1)c1ccccc1	0.9	1.1	-8	12	-5	-1	-4	0.88	-1
Cc1cc(=O)oc2c(C)c(OC(C)C(=O)NC3CCN(Cc4ccccc4)CC3)ccc12 (centres undefined)	0.1	1.1	-4	7	-6	2	-4	0.93	3
CCN=C(NS(=O)(=O)c1ccc(Br)cc1)c1ccc(Cl)cc1	1.5	0.87	2	4	13	-1	1	0.96	-4
N#CC1=C(N)N(c2ccc(F)cc2)C(=O)C1	-2.0	0.96	-7	-2	4	1	-5	1	-1
CCOc1ccccc1C(=O)Nc1cccc(-c2ccc3nncn3n2)c1	1.2	1	-4	-9	-2	-1	-7	1.1	0
O=C(Nc1ccc(C(=O)N2CCOCC2)cc1)c1cnn2c(C(F)F)cc(-c3ccccc3)nc12	-0.2	0.9	-4	4	10	1	1	0.96	1
CCN(CC(=O)NC(=O)NC1CCCC1)Cc1ccccc1	0.3	0.83	-8	-8	16	2	-2	1.1	-1
COc1ccc2c(C)cc(=O)oc2c1C	-1.9	1.1	-5	-4	-6	2	-4	1	2
O=C(CCCSc1nc2ccccc2[nH]1)NCc1ccccc1F	-2.8	0.86	-3	1	14	0	2	0.99	-3
CCOc1c(Cl)cc(C(=O)NCCN2CCCCC2)cc1Cl	-1.8	0.87	3	2	13	0	2	0.97	0
CCOC(=O)C1=C(C)N(c2ccc(C)cc2)C(=O)/C1=C\c1cccs1	4.2	0.98	-12	15	2	0	-4	0.85	-3
Cc1ccccc1/C(N)=N/OC(=O)N1c2ccccc2Sc2ccccc21	-2.2	0.82	-5	7	18	-3	1	0.93	-6
CCn1c(NCc2ccc(N(C)C)cc2)nc2ccccc21	0.2	1	-3	-2	-4	0	-1	1	0
CCCNC(=O)C12CCC(C)(C(=O)C1Br)C2(C)C (centres undefined)	-0.2	0.92	-12	2	8	-2	-5	0.98	-4
C/C(=N\Nc1ccc(S(N)(=O)=O)cc1[N+](=O)[O-])c1cccs1	2.3	0.84	4	13	16	-3	9	0.87	-2
Cc1c(C)c2ccc(O[C@@H]3O[C@H](CO)[C@@H](O)[C@H](O)[C@H]3O)c(C)c2oc1=O	1.5	0.99	-1	-7	1	-3	-3	1.1	-1
O=C1c2ccccc2/C(=C\c2ccc3[nH]ccc3c2)N1c1ccccc1	0.9	0.98	-7	-9	2	-1	-4	1.1	-6
CCC(=O)N(Cc1cc(=O)[nH]c2ccccc12)c1ccccc1	-0.2	1	0	-3	-2	1	3	1	-4
Cc1ccc(CNC(=O)COC(=O)c2cccc(S(=O)(=O)N3CCCCC3)c2)cc1	0.2	0.99	-2	4	1	0	-4	0.96	-1
COc1ccccc1CCc1nnc(CCC(=O)NCC(C)Oc2cccnc2)o1 (centres undefined)	2.0	1	-4	-7	0	1	0	1.1	-3
C/C(=N\NC(=O)c1cc(-c2ccc(C)s2)[nH]n1)c1ccco1	0.9	1.3	1	-4	-28	-9	3	1	-2
N#C[C@H]1C(O)C(O)c2ccccc2N1C(=O)c1ccccc1 (some centres undefined)	-0.4	0.94	-9	0	6	0	-1	1	-2
O=C(Oc1ccnc2cc(Cl)ccc12)N1CCOCC1	-0.2	0.94	1	9	6	-7	-3	0.91	1
COc1ccc(N/N=C(/C#N)S(=O)(=O)c2nsc(C)c2C#N)cc1	0.7	0.92	-7	12	8	2	0	0.88	-1
Cc1nnc(SCC(=O)N2CCc3ccccc3C2)s1	-1.0	0.96	-6	4	4	-1	-6	0.96	0
CSc1ccc(Cl)c(C(=O)NC2CCCC2)c1	18	0.87	8	-2	13	-2	1	1	1
Cc1ccnc(NS(=O)(=O)c2ccc(NC(=O)C3COc4ccccc4O3)cc2)n1 (centres undefined)	1.4	0.86	-7	3	14	-3	4	0.97	7
O=C(COC(=O)CCc1ccc(S(=O)(=O)N2CCOCC2)cc1)Nc1ccccc1OC(F)F	-0.2	1.1	-9	1	-8	1	-3	0.99	-2

The final 2 records of the section above open the next one.
SMILES	MPTP block	hIAP activ	APOBEC3G inh	mIAP block	hIAP block	NR3A LBD binder	APOBEC3A inh	mIAP activ	beta cell repl
Cc1ccnc(NS(=O)(=O)c2ccc(NC(=O)C3COc4ccccc4O3)cc2)n1 (centres undefined)	1.4	0.86	-7	3	14	-3	4	0.97	7
O=C(COC(=O)CCc1ccc(S(=O)(=O)N2CCOCC2)cc1)Nc1ccccc1OC(F)F	-0.2	1.1	-9	1	-8	1	-3	0.99	-2
COc1cccc(C(=O)Nc2nnc(S(=O)(=O)N(C)Cc3ccc(F)cc3)s2)c1	56*	1.3	2	8	-32	10	0	0.92	-5
COc1ccc(/C=N/N2CCOCC2)cc1Cn1cc([N+](=O)[O-])cn1	2.3	1.4	-2	1	-38	-2	-3	0.99	-3
CC(=O)Nc1ccc(S(=O)(=O)N(C)CC(=O)OCC(=O)N2CCCCC2)cc1	-0.6	0.86	-5	-2	14	-1	-1	1	3
O=C(CSc1nnc(-c2cccnc2)n1Cc1ccccc1)NCc1ccco1	0.2	1	-6	16	0	4	-1	0.83	-3
O=C(N/N=C/c1ccoc1)c1ccccc1	-0.6	1.1	10	3	-8	2	16	0.97	-2
CC(C)(C)NC(=O)C(c1ccc(-c2ccccc2)cc1)N(C[C@H]1CC[C@@H]([C@@H]2CC[C@H](CO)O2)O1)C(=O)c1ccc2ccccc2c1 (some centres undefined)	-2.2	x	3	-6	x	2	3	1.1	x
NS(=O)(=O)c1ccc(CCNC(=O)CCNS(=O)(=O)c2ccccc2C(F)(F)F)cc1	-1.8	0.97	-6	-2	3	0	2	1	-3
C[N+]12CCC(CC1)C(OC(=O)C(O)(c1ccccc1)c1ccccc1)C2 (centres undefined)	-3.8	1	-6	-14	0	-2	4	1.1	-2
O=C(c1ccccc1)c1cc2ccc(O)cc2oc1=O	3.5	0.84	-4	11	16	2	-1	0.89	-5
CCCCC1(C)OC(=O)C(=Cc2c[nH]c3ccccc23)C(=O)O1 (centres undefined)	30	0.98	-1	13	2	3	1	0.87	0
COC(=O)c1cccc(S(=O)(=O)N(Cc2ccco2)Cc2cc3cc(OC)c(OC)cc3[nH]c2=O)c1	-1.3	0.89	-5	12	11	0	-1	0.88	-1
CC(C)(C)OC(=O)N1CCC(c2c(C(=O)N3CCN(C(=O)c4ccco4)CC3)cnn2-c2cccc(Cl)c2)CC1	-1.2	1	1	-6	-2	-4	2	1.1	-4
CC(=O)c1c(C)[nH]c(C(=O)OCC(=O)c2c(N)n(CC(C)C)c(=O)n(C)c2=O)c1C	-0.4	1	-8	3	-4	1	-6	0.97	-5

Quoted from the listing:
CC(=O)c1c(C)[nH]c(C(=O)OCC(=O)c2c(N)n(CC(C)C)c(=O)n(C)c2=O)c1C in hIAP activ → 1
CCCCC1(C)OC(=O)C(=Cc2c[nH]c3ccccc23)C(=O)O1 (centres undefined) in hIAP block → 2
COc1cccc(C(=O)Nc2nnc(S(=O)(=O)N(C)Cc3ccc(F)cc3)s2)c1 in mIAP block → 8
COC(=O)c1cccc(S(=O)(=O)N(Cc2ccco2)Cc2cc3cc(OC)c(OC)cc3[nH]c2=O)c1 in MPTP block → -1.3
